High-throughput results: PubChem, several laboratories
M. tuberculosis GlmU: inhibition of mycobacterial GlmU enzyme – biochemical, glucosamine-1-phosphate acetyltransferase (AID 1376); M. tuberculosis GlmU acetyltransferase enzyme assay; higher % means a stronger effect; inhibition, %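 (tested at 30 µM in the primary screen)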, or IC50 in µM where a hit was titrated; hit rate 0.25% among 220,000; in the data active = inhibition above about 13%;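 note: 0% = complete reaction with vehicle and 100% = reaction without substrate; strong numbers were not always called active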
Mtb RmlCD inh: inhibitors of Mycobacterium tuberculosis RmlC and RmlD coupled enzymes; P9WH09+P9WH11; RmlC+RmlD coupled enzyme assay, percent inhibition; primary screen in compound mixtures; inhibition, % at 3.6 µM; hit rate 0.03% among 160,000; in the data active = inhibition mostly above about 34%, no sharp cut-off; note: some results filed as inactive read as strong as hits
Target sequence (P9WH09 whole entry, looked up): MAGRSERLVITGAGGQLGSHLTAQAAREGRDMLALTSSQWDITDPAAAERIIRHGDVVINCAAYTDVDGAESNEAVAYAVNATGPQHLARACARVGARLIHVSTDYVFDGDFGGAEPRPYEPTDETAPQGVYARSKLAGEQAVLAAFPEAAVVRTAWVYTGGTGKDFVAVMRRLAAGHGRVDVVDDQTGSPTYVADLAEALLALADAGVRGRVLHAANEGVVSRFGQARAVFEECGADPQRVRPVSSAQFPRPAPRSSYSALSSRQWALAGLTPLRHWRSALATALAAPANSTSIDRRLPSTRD
Target sequence (P9WH11 whole entry, looked up): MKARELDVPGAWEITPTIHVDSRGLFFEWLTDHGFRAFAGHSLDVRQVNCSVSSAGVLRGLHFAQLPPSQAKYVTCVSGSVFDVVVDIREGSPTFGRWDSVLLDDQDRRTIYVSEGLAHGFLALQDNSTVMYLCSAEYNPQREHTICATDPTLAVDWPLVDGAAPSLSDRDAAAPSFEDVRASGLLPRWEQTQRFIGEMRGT
Numbers without * were called inactive; x = no result given.

SMILES	M. tuberculosis GlmU	Mtb RmlCD inh
CCOc1cc(N2CCOCC2)c(OCC)cc1NC(=O)c1ccco1	-0.8%	x
COc1ccc(CN(CC2CCCO2)C(=O)c2cc3ccccc3oc2=O)cc1 (stereo not drawn)	4.5%	3
CCN1CCN(c2cc3nc(C)n(Cc4ccccc4)c(=O)c3cc2NC(=O)c2ccccc2F)CC1	-3.6%	13
COc1ccc(CCNC2CC(=O)N(C3CCCCC3)C2=O)cc1OC (stereo not drawn)	0.6%	-7
COc1c(C)cc(Br)cc1C(=O)Nc1cccc(-c2nc3ncccc3o2)c1	-4.9%	-8
Cc1cc(C)nc(N2CCC(C(=O)NCc3ccco3)CC2)n1	-4.1%	77
COC(=O)c1ccc(COc2ccc(/C=N/O)cc2)o1	2.6%	-2
CC1(C)CC(=O)C(C=NCCN2CCN(CCCCS(=O)(=O)O)CC2)=C(O)C1	7.6%	-3
COc1cc(CCC(=O)OCC(=O)Nc2ccccc2OC(F)F)cc(OC)c1OC	5.0%	-7
CC1CCCCN1C(=O)Cn1c(=O)n(C2CCCCC2)c(=O)c2ccccc21 (stereo not drawn)	6.7%	4
O=C(Cc1ccc2c(c1)OCCO2)c1c(O)cc(O)cc1O	4.0%	x
O=C1NN(c2ccccc2)C(=O)/C1=C\c1cccc(OC(=O)c2cccs2)c1	0.1%	x
O=C(C[n+]1cc(-c2ccccc2)n2c1CCC2)Nc1nc(-c2ccc(F)cc2)cs1	-7.5%	52
CCN(CC)CCN(C(=O)c1ccc(Br)s1)c1nc2cc3c(cc2s1)OCO3	-0.6%	7
CCOc1cc(/C=C2\SC(=S)N(C(C(=O)O)c3ccccc3)C2=O)ccc1O (stereo not drawn)	6.9%	11
Nn1c(SCc2ccc(Br)cc2)nnc1-c1ccncc1	-2.6%	-36
O=C(O)c1cc2nccc(-c3ccco3)n2n1	3.1%	-8
CCOc1ccc(CNC(=O)c2ccc(Sc3ccc(C)cc3)c(NC(C)=O)c2)cc1	3.0%	-12
O=C(Nc1cccc(Cl)c1)C1C2CCC3C(CCC21)C3(Cl)Cl (stereo not drawn)	-1.7%	23
CCCOc1ccc(-c2nc(OCC)c3ccccc3n2)cc1	3.4%	x
CC(=O)c1cccc(NC(=O)NC2CCCc3ccccc32)c1 (stereo not drawn)	2.2%	x
COCCn1c(-c2ccccc2)cnc1N	-5.3%	1
CCOn1c(=O)c(=O)n(O)c2ccccc21	4.1%	3
CS(=O)(=O)n1nc(-c2ccc(Cl)cc2)nc1N	7.2%	8
CCC(C)N(CC(=O)Nc1cccc(C)c1C)C(=O)CCl (stereo not drawn)	-1.3%	9

Five entries picked at random from the list so far, as already listed:
SMILES	M. tuberculosis GlmU	Mtb RmlCD inh
CS(=O)(=O)n1nc(-c2ccc(Cl)cc2)nc1N	7.2%	8
COc1c(C)cc(Br)cc1C(=O)Nc1cccc(-c2nc3ncccc3o2)c1	-4.9%	-8
Cc1cc(C)nc(N2CCC(C(=O)NCc3ccco3)CC2)n1	-4.1%	77
CC1(C)CC(=O)C(C=NCCN2CCN(CCCCS(=O)(=O)O)CC2)=C(O)C1	7.6%	-3
CCN1CCN(c2cc3nc(C)n(Cc4ccccc4)c(=O)c3cc2NC(=O)c2ccccc2F)CC1	-3.6%	13

The listing continues.
SMILES	M. tuberculosis GlmU	Mtb RmlCD inh
CCn1c(CNC(=O)c2ccco2)nnc1SCC(=O)Nc1cc(C(F)(F)F)ccc1Cl	1.9%	84
C/C(=N/NC(=O)c1ccccc1)C(=O)O	-2.4%	-3
C/C(=N\NC(=O)c1cccc(Cl)c1)C1C(=O)c2ccccc2C1=O	0.1%	-4
O=C(Nc1ncccn1)C1CCCN1S(=O)(=O)c1ccc(Cl)c(Cl)c1 (stereo not drawn)	-5.5%	x
O=C(Nc1ccc2nc(-c3ccco3)[nH]c2c1)c1cccs1	4.2%	x
COc1ccc(-n2c(COc3cccc4ccccc34)nnc2SCC(=O)NCc2ccco2)cc1	-7.3%	3
Cc1nc(NCc2ccc3c(c2)OCO3)c2nnn(Cc3ccccc3)c2n1	1.7%	2
O=C(N/N=C/c1ccccc1OCc1ccccc1)c1cccnc1	-8.0%	12
O=C(CSc1nnnn1-c1ccccc1)Nc1ncc2c(n1)CC(c1ccco1)CC2=O (stereo not drawn)	-4.5%	6
CN1C(=O)C(O)(CC(=O)/C=C/c2ccco2)c2ccccc21 (stereo not drawn)	0.1%	6
C=CCN1C(=O)C(Cc2ccc(OC)cc2)S/C1=N\N=C\c1cccs1 (stereo not drawn)	1.9%	x
CCOc1ccc2c(c1)C(N(CCN1CCOCC1)C(=O)Nc1ccccc1)CC(C)(C)O2 (stereo not drawn)	0.3%	2
CSc1ccc(/C=N/Nc2cccc(C(=O)O)c2)cc1	35%*	7
CSc1nc2nccc(/C=C\c3ccccc3)n2n1	1.0%	11
O=C(CCCN1CC=C(n2c(=O)[nH]c3ccccc32)CC1)c1ccc(F)cc1	-2.9%	6
Cc1ccc(SCc2cc(=O)[nH]c(N3CCCCC3)n2)cc1	-2.0%	x
CCN(CC)S(=O)(=O)c1ccc(N2CCOCC2)c(NC(=O)C2COc3ccccc3O2)c1 (stereo not drawn)	0.7%	5
N#CC(CO)(Cc1ccc(OC(F)F)cc1)c1nc2ccccc2[nH]1 (stereo not drawn)	-4.2%	x
COc1ccccc1NC(=O)CCN1C(=O)c2ccccc2S1(=O)=O	-0.1%	4
O=C(NC(Cc1c[nH]c2ccccc12)C(=O)O)c1ccccc1 (stereo not drawn)	-2.4%	x
Cc1ccc(N2C(=O)S/C(=C/c3cn(C)c4ccccc34)C2=O)cc1	x	-7
C=CCc1cc(C=O)cc(OC)c1OCc1ccc(C(=O)O)cc1	1.8%	-11
N=c1c[n+](-c2ccc(Cl)cc2)[n-]o1	2.1%	x
CCCn1cnc2c(c1=O)c1nc3ccccc3nc1n2CCC1=CCCCC1	4.7%	-10
O=C(NC1CCCCC1)C1CC=CCC1C(=O)OCC(Cl)=C(Cl)Cl (stereo not drawn)	-4.4%	x

Another view of two compounds above.
Fields: M. tuberculosis GlmU	Mtb RmlCD inh
- CC(=O)c1cccc(NC(=O)NC2CCCc3ccccc32)c1 (stereo not drawn)
    2.2%	x
- C=CCc1cc(C=O)cc(OC)c1OCc1ccc(C(=O)O)cc1
    1.8%	-11

The listing continues.
SMILES	M. tuberculosis GlmU	Mtb RmlCD inh
COc1cc(C(C)=O)ccc1OC(=O)c1cc2cccc(OC)c2oc1=O	0.5%	-9
CCCC(=O)Nc1nn(C)c2nc3c(C)cccc3cc12	1.3%	18
COc1ccc(/C=N/Nc2cc(N(C)C)nc(N(C)C)n2)cc1	6.8%	-8
Cc1nc(Cl)c(C#N)cc1-c1ccccc1	-2.5%	74
Cc1cccc(NC(=S)N2CCC(c3nc4ccccc4s3)CC2)c1	0.4%	-7
Cc1noc(C)c1S(=O)(=O)N1CCCC(C(=O)NC2CCCCC2)C1 (stereo not drawn)	3.2%	20
COCCNC(=O)Cn1cnc2ccc(S(=O)(=O)N3CCC(C)CC3)cc2c1=O	2.2%	78
Cc1c(C(=O)NC(=S)Nc2ccc3c4c(cccc24)CC3)cccc1[N+](=O)[O-]	-1.4%	x
C=CCC(NCc1ccccc1)c1ccc(C)o1 (stereo not drawn)	1.9%	x
O=C1CCC(=O)N1c1ccc(CSc2nnnn2C2CCCCC2)cc1	-6.3%	x
CCOC(=O)N1CCN(S(=O)(=O)c2ccc(C(=O)Nc3nnc(CSC)o3)cc2)CC1	6.5%	8
CC(=O)c1c(C(C)=O)c(C)n(NC(=O)c2cccnc2)c1C	5.0%	9
Cc1ccc(/C=N/NC(=O)c2c(-c3ccccc3)noc2C)o1	-1.5%	x
Cc1nc(-c2ccccc2)sc1-c1nc(-c2cccnc2)ncc1S(=O)(=O)c1ccccc1	1.1%	-3
Cc1ccc(S(=O)(=O)N(C)c2ccc(OCC(=O)O)cc2)cc1	-0.5%	-2
CN(C)S(=O)(=O)c1cccc(NC(=S)Nc2cc(Cl)cc(Cl)c2)c1	0.1%	8
CC(=O)Nc1ccc(NC(=O)C(C)OC(=O)C2(c3ccc(Cl)cc3)CCCC2)cc1 (stereo not drawn)	0.6%	-6
O=[N+]([O-])c1cccc(/C=N/Nc2nc(NCc3ccccc3)nc(N3CCOCC3)n2)c1O	-0.7%	-1
Cc1ccc(C)n1-n1c(C)nc2scc(-c3cccs3)c2c1=O	-1.6%	18
CCc1ccc(CN(C)C(=O)CCc2nnc(COc3ccccc3)o2)cc1	7.7%	-8
CCCN(CCC)CC(O)CN1C(=O)N(CN2C(=O)N(CC(O)CN(CCC)CCC)C(=O)C2(C)C)C(C)(C)C1=O (stereo not drawn)	9.8%	4
Cc1ccccc1C(=O)NC1CCN(Cc2nnnn2C(C)(C)C)CC1	2.7%	-2
COc1ccc(NC(=O)C2CC(c3ccc(OC)c(OC)c3)=NO2)cc1OC (stereo not drawn)	1.4%	7
C/C=C/C(=O)N1CC2(CC(c3cccc(NC(=O)/C(C)=C/C)c3)=NO2)C[C@H]1C(N)=O (stereo partly drawn)	3.3%	-2
C#CCOCCOCCOCCNc1nc(N2CCN(C(=O)Cn3cc(CCCN=C(N)N)nn3)CC2)nc(N2CCN(C(=O)[C@H](C(C)C)n3cc(CCO)nn3)CC2)n1	-6.3%	x

Some of the entries above, reformatted:
O=C(O)c1cc2nccc(-c3ccco3)n2n1
  M. tuberculosis GlmU: 3.1%; Mtb RmlCD inh: -8

COc1ccc(CN(CC2CCCO2)C(=O)c2cc3ccccc3oc2=O)cc1 (stereo not drawn)
  M. tuberculosis GlmU: 4.5%; Mtb RmlCD inh: 3

Next section
SMILES	M. tuberculosis GlmU	Mtb RmlCD inh
O=C(NC12CCC(O)C(SC1)/C2=N/O)c1ccccc1 (stereo not drawn)	0.9%	-6
CC1(C)Cc2nc(-c3ccccc3)nc(SCC(O)CO)c2CO1 (stereo not drawn)	-1.4%	6
Cc1ccc(C)c(NC(=O)CN(C)C(=O)/C=C/c2ccco2)c1	-5.0%	2
COc1cc(OC)c(C2C(C#N)=C(N)OC3=C2C(=O)CC(C)C3)cc1OC (stereo not drawn)	8.7%	x
Cc1cc2cc(CCNC(=O)CC(C)(C)C)c(=O)[nH]c2cc1C	-6.5%	4
COc1cc(C(=O)Nc2nccs2)c(Br)c(OC)c1OC	-0.2%	-8
COc1ccc(S(=O)(=O)N2CCN(S(=O)(=O)c3ccc4c(c3)OCCO4)CC2)cc1C	x	23
CC1CCN(CCc2nc3cc(NC(=O)Nc4ccccc4)ccc3n2C)CC1	-2.6%	x
O=C1c2cccc3cccc(c23)C(=O)N1c1ccccn1	-1.1%	x
Cc1cc(C)c(-c2cc(C)nc3ncnn23)c(C)c1	-0.9%	5
O=C(NCCCn1ccnc1)C1CC2CCC1C2 (stereo not drawn)	-7.7%	x
Cc1ccc(-c2nn(-c3ccccc3)cc2CN(C)C(=O)CCC(=O)O)cc1C	0.5%	x
O=C(Nc1cc(Cl)ccc1N1CCOCC1)c1ccc2c(c1)OCCO2	-1.1%	-11
O=C(CN1CCN(c2nc(-c3ccc(Cl)cc3)cs2)CC1)NCc1ccco1	4.3%	0
Cc1cccc2cc(CN(Cc3cccnc3)C(=O)c3ccncc3)c(=O)[nH]c12	0.7%	-9
N#CCSc1nc2ccccc2c(=O)n1C1CCCCC1	-2.7%	-8
NC(=O)C1=C[C@@H](c2csc3ccccc23)C[C@@H](OCCCCO)O1	1.2%	x
C/C(=N/Nc1nc(-c2ccccc2)c(CC(=O)O)s1)c1ccccc1	2.9%	4
CCn1ncc(/C=C/C(=O)C2CC2)c1C	6.4%	x
NC(=O)c1cccn1-c1ncc(C(F)(F)F)cc1Cl	-2.8%	-9
CC(C)(C)NC(=O)C1CCCN(S(=O)(=O)c2cccc3cccnc23)C1 (stereo not drawn)	1.5%	10
c1ccc(C2=NNC(=NC3CC3)SC2)cc1	-5.4%	9
O=C(NCc1cccnc1)c1cc(C(=O)C2CC2)c[nH]1	5.7%	-15
Cc1cc(NC(=O)Nc2cccc3ccccc23)no1	-0.8%	3
COc1cc(C(=O)Sc2ccc(C)cc2)cc(OC)c1OC	x	4
More entries.
SMILES	M. tuberculosis GlmU	Mtb RmlCD inh
CCOC(=O)N1CCC(NC(=O)C2CCCN(Cc3nc(-c4cccc(Cl)c4)oc3C)C2)CC1 (stereo not drawn)	-7.3%	x
O=C1NC(=O)C2(Cc3ccccc3N3CCCC32)C(=O)N1Cc1ccccc1 (stereo not drawn)	4.9%	-10
Cc1ccccc1-n1c(SCC(=O)N/N=C/C=C/c2ccccc2[N+](=O)[O-])nc2ccccc2c1=O	1.5%	6
COc1ccc(NC(=O)CSc2nnc(-c3ccoc3C)n2CCc2ccccc2)cc1	2.2%	-3
Cc1ccc(NC(=O)CSCC(=O)Nc2ccc(N3CCOCC3)c(Cl)c2)cc1	-0.4%	x
Cc1ccc2nc(SCC(=O)Nc3cccc([N+](=O)[O-])c3)[nH]c2c1	0.0%	-9
O=C1CC2CS(=O)(=O)CC2N1c1ccc(Cl)cc1Cl (stereo not drawn)	-2.6%	-8
Cc1cccc(CSc2nnc(-c3cccs3)n2Cc2ccco2)c1	1.3%	-6
CC(=O)S[C@@H]1CC2=CC(=O)CC[C@]2(C)[C@H]2CC[C@@]3(C)[C@@H](CC[C@@]34CCC(=O)O4)[C@H]12	-2.5%	x
COC(=O)C1C(=O)c2c(n[nH]c2C)CC1(C)C (stereo not drawn)	3.2%	-5
Cc1ccc(CN(c2ccc(C(=O)N3CCCC3)cc2)S(C)(=O)=O)cc1	7.2%	x

Whole records from above. Order of screens: M. tuberculosis GlmU	Mtb RmlCD inh
`CC(=O)S[C@@H]1CC2=CC(=O)CC[C@]2(C)[C@H]2CC[C@@]3(C)[C@@H](CC[C@@]34CCC(=O)O4)[C@H]12` in the list: -2.5%	x
`Cc1ccccc1-n1c(SCC(=O)N/N=C/C=C/c2ccccc2[N+](=O)[O-])nc2ccccc2c1=O` in the list: 1.5%	6
`COc1ccc(NC(=O)CSc2nnc(-c3ccoc3C)n2CCc2ccccc2)cc1` in the list: 2.2%	-3

This is a subset; the hit share may differ from the screen's.
